Screening data: PubChem BioAssay, National Center for Advancing Translational Sciences (NCATS)
IDH1 R132H inh – blocks human mutant IDH1 R132H enzyme. O75874. IDH1-R132H enzyme, NADPH consumption, diaphorase/resazurin fluorescence. Potency, µM (top dose mostly 76.6 µM), without a hit: top-dose activity change, negative = inhibition, usual class: inhibitors. hit rate 0.093% among 390,000; also: % is scaled to controls: 0 for no effect and ±100 for the full control effect; nearly all actives have a fitted effect of over 65% in size
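IDH1-R132H (0.5 ug/mL) preincubated 30 min with compound, then NADPH (0.016 mM) and alpha-KG (2 mM) added; 80 min at RT, pH 7.5. Remaining NADPH coupled via diaphorase/resazurin to fluorescence (540/590 nm); concentration-response curves normalized to no-enzyme control.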
TrxR1 substrate – is turned over as a substrate by rat TrxR1 | purified TrxR1 substrate turnover, NADPH consumption readout | Potency, µM (highest dose often 114 µM), for the others: at the top dose activity change, negative = substrate turnover | hit rate 0.01% among 390,000; also: % is scaled to controls: 0 for no effect and ±100 for the full control effect; nearly all actives have a fitted effect of over 50% in size
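Rat TrxR1, dispensed at 90 nM, was prereduced with 400 uM NADPH (final) for 5 min at ~22 deg C, then incubated with compound 15 min before 400 uM selenite. A first-read NADPH fluorescence drop versus no-compound background flagged substrates.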
USP1-UAF1 inh – blocks the human USP1/UAF1 deubiquitinase complex; O94782; recombinant USP1/UAF1, Ub-Rhodamine cleavage fluorescence; Potency, µM (top dose mostly 57.1 µM), for the others: at the top dose activity change, negative = inhibition, actives largely listed as inhibitors; hit rate 0.23% among 390,000; also: % is scaled to controls: 0 for no effect and ±100 for the full control effect; nearly all actives have a fitted effect of over 60% in size; inactives centre near -12
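1 nM enzyme complex + cpd, 15 min RT; start with Ub-Rho 150nM final; kinetic fluorescence ex 480/em 540, 6 reads q60 s. Buffer 50mM HEPES pH 7.8, 0.5mM EDTA, 0.1 mg/ml BSA, 1mM TCEP, 0.01% Tween-20.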
rTrxR1 inhibitor – inhibitors of rat thioredoxin reductase 1. recombinant rTrxR1, NADPH fluorescence consumption, selenite substrate. hit rate 1% among 390,000. Potency, µM (doses to about 114 µM), without a hit: at the highest dose activity change, negative = inhibition, usual class: inhibitors; also: % is scaled to controls: 0 for no effect and ±100 for the full control effect; nearly all actives have a fitted effect of over 65% in size
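Rat TrxR1 (90 nM in the dispensed reagent) was pre-reduced with 400 uM NADPH for 5 min at room temperature, then incubated with compound for 15 min. After 400 uM selenite was added, NADPH fluorescence (Ex 340/Em 450 nm) was followed for 8 min.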
RXFP1 ag – RXFP1 (human) receptor agonism; Q9HBX9; HEK293T-RXFP1 cAMP TR-FRET, 30 min; response scale: percent of porcine relaxin response, buffer zero; Potency, µM (highest dose often 57.5 µM), inactives show at the highest dose activation, actives largely listed as activators; hit rate 0.3% among 370,000; AID 2676; also: % is scaled to controls: 0 for no effect and ±100 for the full control effect; nearly all actives have a fitted effect of over 60% in size; many of its hits are not listed in these tables
Target sequence (Q9HBX9 whole entry, looked up): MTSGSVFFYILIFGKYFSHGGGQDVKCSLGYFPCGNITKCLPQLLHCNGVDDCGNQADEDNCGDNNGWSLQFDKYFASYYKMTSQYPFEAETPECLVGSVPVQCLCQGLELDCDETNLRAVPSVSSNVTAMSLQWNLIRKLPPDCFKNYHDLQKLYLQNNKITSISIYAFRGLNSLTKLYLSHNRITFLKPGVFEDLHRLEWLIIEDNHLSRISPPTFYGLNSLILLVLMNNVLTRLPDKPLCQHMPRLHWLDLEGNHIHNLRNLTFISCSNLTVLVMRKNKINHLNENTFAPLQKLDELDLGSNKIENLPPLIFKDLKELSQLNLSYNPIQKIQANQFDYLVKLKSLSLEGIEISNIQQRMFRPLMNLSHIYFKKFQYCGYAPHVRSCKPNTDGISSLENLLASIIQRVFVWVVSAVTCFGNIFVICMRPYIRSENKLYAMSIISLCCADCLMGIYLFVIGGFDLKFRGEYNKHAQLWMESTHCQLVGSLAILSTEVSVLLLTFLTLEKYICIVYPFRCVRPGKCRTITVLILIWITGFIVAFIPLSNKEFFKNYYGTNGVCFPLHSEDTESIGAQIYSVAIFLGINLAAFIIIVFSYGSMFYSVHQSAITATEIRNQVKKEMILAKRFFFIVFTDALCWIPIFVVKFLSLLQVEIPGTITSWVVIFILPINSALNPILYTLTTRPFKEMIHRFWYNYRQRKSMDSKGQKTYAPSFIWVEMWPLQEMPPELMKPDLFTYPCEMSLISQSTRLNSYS
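cAMP rise read by TR-FRET after 30 min, 37C compound exposure (up to 58 uM) in RXFP1-transfected HEK293 cells with Ro 20174 present. EC50 from Hill-equation fits, with 29 nM porcine relaxin as 100% and buffer as basal.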
RGS4 inh – human RGS4 inhibition. P49798. Transcreener GDP fluorescence polarization, RGS4-accelerated GTP hydrolysis. Potency, µM (titrated, usually from 114 µM), without a hit: at the highest dose activity change, negative = inhibition, usual class: inhibitors. hit rate 0.039% among 390,000; also: % is scaled to controls: 0 for no effect and ±100 for the full control effect; nearly all actives have a fitted effect of over 75% in size; some results filed as inactive show a strong effect at the top dose
Target sequence (P49798 whole entry, looked up): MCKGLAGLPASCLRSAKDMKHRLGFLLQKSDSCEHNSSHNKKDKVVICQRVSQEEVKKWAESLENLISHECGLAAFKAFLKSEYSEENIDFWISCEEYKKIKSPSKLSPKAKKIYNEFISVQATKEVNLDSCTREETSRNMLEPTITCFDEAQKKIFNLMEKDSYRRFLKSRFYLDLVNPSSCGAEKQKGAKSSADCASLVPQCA
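MLSMR compounds (23 nl, pin-transferred) preincubated 10 min at room temperature with a 500nM (2x) first reagent, then RGS4 at 900nM (2x) plus Transcreener GDP mix added; fluorescence polarization (620/688 nm) read before and after 90 min at 30 °C.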
Vif-APOBEC3G blk – blocks the Vif interaction with human APOBEC3G; Potency, µM (doses to about 46.1 µM), inactives show at the top dose activity, negative = active, actives largely listed as inhibitors; hit rate 0.076% among 410,000; Q9HC16; AID 602310; HeLa A3G-eYFP + Vif (tagged APOBEC3G with the HIV-1 protein that degrades it), YFP fluorescence, overnight;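 also: % is scaled to controls: 0 for no effect and ±100 for the full control effect; nearly all actives have a fitted effect of over 60% in size; hits raise eYFP signal because A3G escapes Vif-driven loss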
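HeLa cells stably expressing Vif and C-terminally eYFP-tagged A3G, seeded overnight at 37 deg C, then exposed to compound by pintool overnight at 37 deg C. Rise in yellow fluorescence (Ex 488/Em 500-530, Acumen) marks blocked Vif-driven A3G degradation.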
12-LOX inh – inhibitors of human 12S-lipoxygenase ALOX12. P18054. hit rate 1.1% among 580,000. purified 12hLO, xylenol orange hydroperoxide absorbance. Potency, µM (doses to about 108 µM), for the others: top-dose activity change, negative = inhibition, most hits filed as inhibitors; also: % is scaled to controls: 0 for no effect and ±100 for the full control effect
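Purified human 12hLO (150 nM final) in 25 mM Hepes, 0.01% Triton X-100, pH 7.0 was preincubated 15 min at room temperature with compound. Then 40 uM arachidonic acid was added, 30 min. Hydroperoxide was read by Fe-XO absorbance ratio 573/405 nm.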
Vif-APOBEC3F blk – inhibitors of Vif-A3F interaction | HeLa A3F-eYFP + Vif (tagged APOBEC3F with the HIV-1 protein that degrades it), YFP fluorescence increase | Potency, µM (titrated, usually from 46.1 µM), inactives show at the highest dose activity, negative = active | hit rate 0.2% among 390,000 | AID 602313; also: % of control where 0% means no effect; nearly all actives have a fitted effect of over 65% in size
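Fluorescence increase (Ex 488/Em 500-530) after overnight compound treatment at 37 deg C flags inhibition of Vif-driven A3F-eYFP loss in stable HeLa A3F-eYFP/Vif cells seeded overnight beforehand.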
* = called active by the depositor; ? = inconclusive; . = no result given; & = joins results of further samples; ! = not active in a repeat; [ ] = remark or other dose. Calls follow the shape of the dose curve; as a rule, active = well fitted curve in the direction sought with a large enough effect; inconclusive = small, poorly fitted or top-dose-only effect, or another doubt; inactive = no such curve, though single readings can be large; an effect the other way counts as inactive or inconclusive. Potency is read from the fitted curve at half-maximal effect. Some of the compounds tested; the hit share may differ from the screen's.

The line under a structure holds: 12-LOX inh, USP1-UAF1 inh, Vif-APOBEC3F blk, IDH1 R132H inh, rTrxR1 inhibitor, Vif-APOBEC3G blk, RGS4 inh, TrxR1 substrate, RXFP1 ag
Cc1cc(-c2ccccc2)nnc1NCCN1CCOCC1
    -27%, -25%, -2%, 5%, 4%, 1%, -37%, 1%, -0.4%
COc1ccc(CC(=O)NCC(c2cccs2)S(=O)(=O)c2ccc(Cl)cc2)cc1 (configuration not stated)
    8%, ?, 1%, -4%, -19%[57.1 µM], 4%, -8%, -2%[57.1 µM], 1.4%
Cc1ccc(CN2CCN(Cc3cccc4nccnc34)CC2CCO)cc1 (configuration not stated)
    0%, -21%, 3%, 1%, 1%, -6%, -23%, 3%, 7.0%
CCCn1cnc2c1c(=O)n(CCCCC(C)=O)c(=O)n2C
    6%, ., 0%, ., 11%[57.1 µM], 2%, 24µM*!, 5%&12%[57.1 µM], .
CC(=O)OCC1=C[C@@H]2OC(=O)C3=CO[C@@H](O[C@@H]4O[C@H](CO)[C@@H](O)[C@H](O)[C@H]4O)[C@H]1[C@@H]32
    -3%, -17%, -5%, 6%, 9%[57.1 µM], 0%, 4%, 6%, 0.9%
CCOCCCNC(=O)C(=O)Nc1c2c(nn1-c1ccc(OC)cc1)CSC2
    2%, -24%, 0%, -15%, 3%[57.1 µM], -1%, 3%, 1%[57.1 µM], -0.6%
CC[N+](C)(CC)CCOC(=O)C(O)(c1ccccc1)C1CCCCC1 (configuration not stated)
    2%, -16%, -3%, -5%, 31%, 0%, 6%, 5%, 4.9%
CCCNC(=O)C1CCC(Cn2c(=O)c3sccc3n(CC(=O)NCc3ccccc3)c2=O)CC1 (configuration not stated)
    -7%, -10%, 1%, 3%, 5%[57.1 µM], -3%, -14%, 0%[57.1 µM], 14%
NC(=O)c1cn(Cc2c(F)cccc2F)nn1
    -5%, -24%, -2%, 15%, 24%[57.1 µM], 1%, -11%[56.9 µM], 13%[57.1 µM], 0.1%
Cc1ccc(C)c(NC(=O)Cn2cc(C(=O)c3ccco3)c3ccccc32)c1
    ?, -20%, -22%, -21%, 11%, ?, -45%, -2%, 5.3%
c1ccc(CC2=NCCN2)cc1
    12%, -19%, -3%, -9%, 13%, 0%, 7%, 5%, -0.3%
COc1ccc(/C=C/C(=O)Nc2ccccc2C(=O)O)cc1OC
    -5%, ., -3%, ., -2%[57.1 µM], -4%, -8%[56.9 µM], -4%[57.1 µM], 1.9%&1.0%
Cc1c(NC(=O)c2cccnc2)c(=O)n(-c2ccccc2)n1C
    1%, -16%, 2%, 8%, 16%[57.1 µM], 3%, -6%, -17%[57.1 µM], -1.3%
CC(=O)c1ccc2c(c1)N(CCCN(C)C)c1ccccc1S2
    -27%&0%, -30%, -1%, -2%, 20%, 1%, -11%, 8%, .
CC(COc1ccccc1)NC(C)C(O)c1ccc(O)cc1 (configuration not stated)
    -22%, -22%, -7%, 2%, 28%, 2%, -7%, 11%, 3.1%
NC(=O)c1cccc(-c2cc(Nc3ccc(OC(F)(F)F)cc3)ncn2)c1
    ?, -16%, 4%, -8%, 5%, 1%, 6%, -1%, 0.7%
Oc1ccc(/C=C/c2cc(O)cc(O)c2)cc1
    ?, 2%, 2%, 1%, ?, -6%, ?, 14%[57.1 µM], 1.8%
COC(=O)c1ccc(O)cc1
    0%, -12%, -11%, 2%, 3%[57.1 µM], 1%, -3%, 11%[57.1 µM], 5.9%
CCOC(=O)c1ccc(N)cc1
    -5%, -9%, -3%, -3%, 20%, -2%, -12%, 2%, 0.8%
CCCCCCO
    -17%, -16%, -5%, 0%, 13%, 1%, 12%, 7%, 0.1%
COc1ccc(C(=O)NCc2ccc(OCCN(C)C)cc2)cc1OC
    5%, -22%, -10%, 3%, -2%, -6%, -6%, 0%, .
CC(=O)NC(Cc1ccccc1)C(=O)O (configuration not stated)
    14%, -13%, -1%, -4%, 14%, 3%, 0%, -1%, 0.1%
CCOc1ccccc1C(N)=O
    -19%, -12%, -1%, 0%, 18%, -3%, -6%, 10%, .
CC(C(=O)O)c1ccc(C(=O)c2cccs2)cc1 (configuration not stated)
    1%, -23%, 4%, -15%, 12%, 1%, -10%, -3%, ?
CCOC(=O)N1CCc2c(sc3c2c(=O)n(Cc2ccccc2)c(=O)n3CC(=O)Nc2ccc(F)cc2)C1
    0%, ?, -11%, -13%, 12%, -11%, -11%, -2%, 0.5%
COc1ccc(-n2ccn(CC(=O)Nc3ccc(C)c(C)c3)c(=O)c2=O)cc1OC
    -29%, 0%, -5%, 0%, 1%, 1%, -41%, -11%, 3.1%
c1ccc(CN(CC2=NCCN2)c2ccccc2)cc1
    5%, -12%&-25%, -5%&-6%, 29%&4%, 32%&26%, -3%&2%, 7%&-1%, 6%&4%, -1.0%&1.8%
COc1ccccc1N1CCN(CCCNc2cc(=O)n(C)c(=O)n2C)CC1
    9%, -23%, 1%, -2%, 21%[57.1 µM], 0%, 0%[56.9 µM], 12%[57.1 µM], 8.1%
O=C(CCN1CCC(c2ccccc2)C1)c1ccc2c(c1)OCCO2 (configuration not stated)
    -18%, 16%, 5%, -7%, 0.28µM*, -13%, -54%, 3%, 1.4%
CCc1nnc(NC(=O)CSc2nc3c([nH]c4ccccc43)c(=O)n2-c2ccc(OC)cc2)s1
    11%, -11%, -1%, -5%, 15%[57.1 µM], -1%, -22%, 3%[57.1 µM], 22%
O=C(CCNNC(=O)c1ccncc1)NCc1ccccc1
    38%[activator], -17%, 3%, 5%, 4%[57.1 µM], 2%, -14%[56.9 µM], 9%[57.1 µM], 4.0%
CC[n+]1c(C)sc2cc(OC)ccc21
    ?, -6%, ?, 0%, 25%[57.1 µM], -7%, -59%, 5%[57.1 µM], -1.7%
C/C=C(/C)C(=O)O[C@@H]1c2c(ccc3ccc(=O)oc23)OC(C)(C)[C@@H]1OC(=O)/C(C)=C\C
    1%, -21%, -1%, -2%, 4%[57.1 µM], -1%, -15%, -2%[57.1 µM], 0.7%
Cc1[nH]n2c(=O)cc(-c3ccc(Cl)cc3)nc2c1-c1ccccc1
    40µM*, ?, ?, -27%, 6%, -2%, 9%, 21%, 27%
COc1ccc(CNC(=O)C2CCCN(c3nnc(C)c4c(C)n(-c5ccc(C)cc5)nc34)C2)cc1 (configuration not stated)
    7%, ?, -14%, -1%, 15%, ?, -11%, 7%, 0.3%
CC12CCC(CC1)C(C)(C)O2
    18%, -22%, -5%, 0%, 9%, 4%, -8%, 7%, .
CN(C)CCOC(C)(c1ccccc1)c1ccccn1 (configuration not stated)
    0%&9%, 20%, 5%, -16%, 8%[57.1 µM], 0%, -14%[56.9 µM], 7%[57.1 µM], 0.1%&-1.1%
CN1CCN(C(c2ccccc2)c2ccccc2)CC1
    -11%, 16%, 1%, -7%, -6%, -3%, 5%, -6%, 0.2%
C1CCC(C(CC2CCCCN2)C2CCCCC2)CC1 (configuration not stated)
    ?, 4%&-20%, 3%&-1%, 0%&8%, 10%&17%, -15%&-9%, 20%&8%, -1%&8%, 1.0%&0.9%
CN1CCN(CCC(=O)N2c3ccccc3Sc3ccc(C(F)(F)F)cc32)CC1
    -29%, 4%, 1%, 5%, -3%, 3%, -4%, 7%, -0.9%
CCC(C)n1ncn(-c2ccc(N3CCN(c4ccc(OCC5COC(Cn6cncn6)(c6ccc(Cl)cc6Cl)O5)cc4)CC3)cc2)c1=O (configuration not stated)
    -4%, -20%, -3%, -7%, 20%, 2%, 4%, 1%, 8.8%&1.5%
O=C(c1ccc(F)cc1)C1CCN(CCn2c(=O)[nH]c3ccccc3c2=O)CC1
    ?, -25%&-7%, 6%&-4%, -2%&-3%, 8%[57.1 µM], 4%&2%, -5%[56.9 µM], 2%[57.1 µM], -0.9%
CCN(CC)CCNC(=O)c1cc(Cl)c(N)cc1OC
    2%, -18%, 2%, 8%, -2%[57.1 µM], 1%, -2%[56.9 µM], 3%[57.1 µM], 4.2%
OC(C#CCN1CCCC1)(c1ccccc1)c1ccccc1
    ?, -16%, 6%, -7%, 6%, 0%, 15%, 9%, -1.4%
CN1CCOC(c2ccccc2)c2ccccc2C1 (configuration not stated)
    20%, -19%, 5%, 0%, -14%, 3%, 2%, -8%, 1.7%
Cc1nc2ccccn2c(=O)c1CCN1CCC(C(=O)c2ccc(F)cc2)CC1
    -26%, -25%, 1%, -3%, ?, 1%, 3%[56.9 µM], 11%[57.1 µM], 1.3%
O=C(NCc1ccco1)c1ccc2c(c1)N(Cc1cccc(Cl)c1)C(=O)c1ccccc1S2=O (configuration not stated)
    -35%, -13%, 4%, 4%, 11%[57.1 µM], 4%, -8%, -6%[57.1 µM], 1.2%

Random excerpt: two compounds from above, in no set order.
The line under a structure holds: 12-LOX inh, USP1-UAF1 inh, Vif-APOBEC3F blk, IDH1 R132H inh, rTrxR1 inhibitor, Vif-APOBEC3G blk, RGS4 inh, TrxR1 substrate, RXFP1 ag
CC12CCC(CC1)C(C)(C)O2
    18%, -22%, -5%, 0%, 9%, 4%, -8%, 7%, .
c1ccc(CN(CC2=NCCN2)c2ccccc2)cc1
    5%, -12%&-25%, -5%&-6%, 29%&4%, 32%&26%, -3%&2%, 7%&-1%, 6%&4%, -1.0%&1.8%
